High-throughput results: PubChem BioAssay, National Center for Advancing Translational Sciences (NCATS)
IDH1 R132H inh = inhibitors of human mutant IDH1 R132H | O75874 | IDH1-R132H enzyme, NADPH consumption, diaphorase/resazurin fluorescence | Potency, µM (highest dose often 76.6 µM), inactives show top-dose activity change, negative = inhibition, actives largely listed as inhibitors | 390,000 compounds, 0.093% hits; further: potency means the concentration at half of the fitted maximal effect; on the % scale 0 is the no-effect control and ±100 the full control effect; nearly all actives have a fitted effect of over 65% in size
Target sequence (O75874 whole entry R132H, stated change not applied): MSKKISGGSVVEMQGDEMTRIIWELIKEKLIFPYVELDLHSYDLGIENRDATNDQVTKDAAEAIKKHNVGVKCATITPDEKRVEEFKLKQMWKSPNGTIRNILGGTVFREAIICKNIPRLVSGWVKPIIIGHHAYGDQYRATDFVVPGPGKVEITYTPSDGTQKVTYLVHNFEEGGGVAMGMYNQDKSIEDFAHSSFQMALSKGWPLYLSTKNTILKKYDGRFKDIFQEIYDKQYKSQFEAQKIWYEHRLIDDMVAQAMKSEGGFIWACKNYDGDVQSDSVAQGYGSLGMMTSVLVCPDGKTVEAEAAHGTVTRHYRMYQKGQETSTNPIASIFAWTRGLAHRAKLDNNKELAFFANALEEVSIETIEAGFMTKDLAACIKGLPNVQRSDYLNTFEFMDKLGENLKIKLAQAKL
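IDH1-R132H (0.5 ug/mL dispensed) in pH 7.5 Tris buffer was preincubated 30 min with compound, then given a substrate mix of 0.016 mM NADPH and 2 mM alpha-KG for 80 min at room temperature; remaining NADPH was read by diaphorase/resazurin fluorescence.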
PI4K2A inh = blocks human PI4K2A kinase activity | purified PI4K2A, ADP-Glo luminescence, 1 h; active compounds read low | 420,000 compounds, 0.13% hits | Q9BTU6 | activity change, negative = inhibition, % at 76.9 µM; in the data active means activity change below about -50%; inconclusive means mostly about -30% to -49%;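 further: -100% = wells without enzyme as full effect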
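ADP-Glo luminescence measured ADP generated by PI4K2A enzyme (4 ug/mL before mixing) with 1.2 mM PI substrate (pre-mix) and 300 microM ATP (pre-mix). Tris pH7.5 buffer with MgCl2, Triton X-100; 1 h reaction at ambient temperature.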
D2 agonist = agonists of human D2 dopamine receptor; activation, % at 2 µM; 340,000 compounds, 0.53% hits; HEK293 T-REx D2 cells, calcium flux agonist mode; AID 485358;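 active means activation over 3 SD above normal in the single-dose calcium agonist read, cut at about 30% in these data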; further: 0% is about no effect
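HEK293 Trex D2 cells, tetracycline-induced, o/n 30 C 5% CO2; no-wash Ca dye, RT 30–90 min; 10-cycle baseline, 23 nl cpd added, kinetic Ca read 180 s; agonist hits = positive Ca response.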
TrxR1 inh = blocks rat thioredoxin reductase 1 | O89049 | Potency, µM (series often up to 114 µM), inactives show at the highest dose activity change, negative = inhibition, hits mostly inhibitors | recombinant rTrxR1, NADPH fluorescence consumption, selenite substrate | 390,000 compounds, 1% hits | AID 588453; further: potency means the concentration at half of the fitted maximal effect; on the % scale 0 is the no-effect control and ±100 the full control effect; nearly all actives have a fitted effect of over 65% in size
Target sequence (O89049 whole entry, looked up): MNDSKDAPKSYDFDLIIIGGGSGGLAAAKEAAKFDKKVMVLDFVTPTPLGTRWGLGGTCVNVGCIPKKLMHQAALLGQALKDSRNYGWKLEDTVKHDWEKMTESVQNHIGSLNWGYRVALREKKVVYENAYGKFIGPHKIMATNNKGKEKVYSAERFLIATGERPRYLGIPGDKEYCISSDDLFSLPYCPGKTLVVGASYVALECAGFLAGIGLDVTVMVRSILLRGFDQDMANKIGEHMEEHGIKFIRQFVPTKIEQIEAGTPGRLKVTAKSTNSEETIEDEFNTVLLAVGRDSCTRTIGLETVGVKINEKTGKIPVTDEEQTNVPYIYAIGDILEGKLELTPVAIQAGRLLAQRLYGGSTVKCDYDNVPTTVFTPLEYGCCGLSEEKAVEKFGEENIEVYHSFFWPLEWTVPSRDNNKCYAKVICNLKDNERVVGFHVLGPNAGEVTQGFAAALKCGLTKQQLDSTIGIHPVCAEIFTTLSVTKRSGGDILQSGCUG
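Rat TrxR1 (90 nM in the dispensed reagent) was pre-reduced with 400 uM NADPH for 5 min at room temperature, then incubated with compound for 15 min. After 400 uM selenite was added, NADPH fluorescence (Ex 340/Em 450 nm) was followed for 8 min.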
USP1 inh = USP1/UAF1 (human) deubiquitinase inhibition | O94782 | AID 743255 | 390,000 compounds, 0.23% hits | recombinant USP1/UAF1, Ub-Rhodamine cleavage fluorescence | Potency, µM (series often up to 57.1 µM), without a hit: at the highest dose activity change, negative = inhibition, actives largely listed as inhibitors; further: potency means the concentration at half of the fitted maximal effect; on the % scale 0 is the no-effect control and ±100 the full control effect; nearly all actives have a fitted effect of over 60% in size; inactives centre near -12
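In this screen, compounds sit with the deubiquitinase complex (1nM) for 15 min at room temperature before Ub-Rho is added at 150nM final. Fluorescence rise is then followed for 6 reads every 60 seconds.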
TRHR ag = agonists of human TRH receptor | activation, % at 2 µM | TRHR cells, calcium flux fluo-8, FDSS agonist mode | 360,000 compounds, 0.18% hits; in the data active means activation above about 30%; further: 0% is about no effect
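Fluo-8-loaded TRHR cells; 10 s baseline, compound added, kinetic Ca2+ fluorescence read 1/s, agonist mode.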
TrxR1 substrate = is turned over as a substrate by rat TrxR1 | O89049 | purified TrxR1 substrate turnover, NADPH consumption readout | 390,000 compounds, 0.01% hits | Potency, µM (highest dose often 114 µM), for the others: at the top dose activity change, negative = substrate turnover | AID 588456; further: potency means the concentration at half of the fitted maximal effect; on the % scale 0 is the no-effect control and ±100 the full control effect; nearly all actives have a fitted effect of over 50% in size
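Rat TrxR1, dispensed at 90 nM, was prereduced with 400 uM NADPH (final) for 5 min at ~22 deg C, then incubated with compound 15 min before 400 uM selenite. A first-read NADPH fluorescence drop versus no-compound background flagged substrates.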
D2 antagonist = antagonists of human D2 dopamine receptor; P14416; HEK293 TREx D2 cells, calcium flux, dopamine EC80; inhibition, % at 10 µM; 340,000 compounds, 2% hits; AID 485344; in the data active means inhibition above about 30%; further: 0% is about no effect
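Read-out: kinetic calcium fluorescence (1 cycle/s) in inducible HEK293 T-REx D2 cells after an EC80 dopamine addition that followed 180 s compound preincubation. Loss of the dopamine response indicates antagonism.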
TRHR PAM = allosterically enhances the human TRH receptor | P34981 | TRHR cells, fluo-8 calcium fluorescence, EC20 TRH enhancement | enhancement, % at 2 µM | 360,000 compounds, 0.66% hits | AID 493056; in the data active means enhancement above about 30%; further: 0% is about no effect
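Enhancer read-out: after compound pinning and an initial kinetic agonist-mode read, an EC20 of TRH (10 nM final) was injected and fluo-8 calcium signal (Ex 480/Em 530) followed at 1 s/cycle for 100 cycles in TRHR-expressing cells.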
An asterisk follows results filed as active; ? = inconclusive; . = not tested or not shown; [ ] = remark or other dose. Unless noted, the call rests on the fitted dose curve; in most records, active means well fitted inhibition curve with a large enough effect; inconclusive means small, poorly fitted or top-dose-only effect; inactive means no such curve, though single readings can be large or run the other way.

SMILES | IDH1 R132H inh | PI4K2A inh | D2 agonist | TrxR1 inh | USP1 inh | TRHR ag | TrxR1 substrate | D2 antagonist | TRHR PAM
Cc1ccc2[nH]cc(C(c3ccccc3)c3cccs3)c2c1 (stereo unspecified) | 11% | 3 | -0.9 | -9% | ? | -1.2 | -11% | . | -3
O=C(CCNC(=O)c1ccccc1Cl)Nc1cc(S(=O)(=O)N2CCOCC2)ccc1N1CCOCC1 | -12% | 9 | 0.1 | -2% | -20% | 0.2 | -2% | 0 | -3
C[N+]1(CC2COC3(CCCCC3)O2)CCCCC1 (stereo unspecified) | 8% | -6 | 0.2 | 21% | -10% | -0.4 | 4% | -11 | -6
Cc1ccc(C(=O)OCn2ncc(Cl)c(Cl)c2=O)cc1 | 8% | 16 | -0.3 | 13µM* | -31% | -1.3 | 1% | -19 | 7
COCCNc1nc2nonc2nc1NC(C)c1ccccc1Cl (stereo unspecified) | -6% | 3 | 0.5 | 3% | -11% | 0.8 | 0% | -9 | -5
Cc1ccc(NC(=S)N2CCC(c3ccccc3)C2)c(Cl)c1 (stereo unspecified) | 8% | -1 | -1.0 | -1% | -6% | -0.5 | -3% | 30* | -8
Cn1c2c(c(=O)n(C)c1=O)CN(CCCN1CCOCC1)CN2 | 1% | -5 | 1.5 | -9% | 2% | 0.4 | -2% | -3 | 0
CCC(=O)N(CCO)Cc1cc2ccc(C)c(C)c2[nH]c1=O | -3% | -10 | 0.3 | -15% | -8% | -2.1 | 6% | -22 | -1
Cn1c(SCC(=O)N2CCCc3ccccc32)nc2cccnc21 | 5% | -3 | 0.3 | 1% | -5% | 0.1 | -5% | -7 | 2
O=C(CSc1ncn[nH]1)N1CCN(S(=O)(=O)c2ccc(Cl)cc2)CC1 | 3% | -6 | -0.7 | 18% | -11% | -1.3 | 7% | -17 | -3
CC(C(=O)NCC1CCCO1)N(C(=O)c1snc(C(N)=O)c1N)c1cccc(F)c1 (stereo unspecified) | 10% | 2 | -1.1 | -10% | -13% | -0.4 | 49%[activator] | -12 | 4
COc1ccc(Nc2nc(Nc3ccc(OC)cc3OC)nc(N3CCN(C)CC3)n2)c(OC)c1 | 0% | 2 | 1.9 | 9%[57.1 µM] | -18% | -0.4 | 11% | -24 | 2
COc1ccc(C(=O)N2CCN(c3ccc(NC(=O)c4ccco4)cc3)CC2)cc1 | 4% | 1 | 1.2 | -8% | -13% | 0.1 | -4% | -4 | -9
Cc1ccc(NC(=O)NNC(=O)COc2ccc([N+](=O)[O-])cc2)cc1C | 7% | -5 | 0.2 | 14% | -17% | -0.1 | 0% | 0 | 0
COc1cccc(C(=O)NCC(=O)OCc2ccc(F)cc2Cl)c1 | 3% | 2 | -1.9 | 21%[57.1 µM] | -23% | -1.5 | -8%[57.1 µM] | -8 | 9
CC(C)(C)NC(=O)NC(=O)COC(=O)CCC1CCCC1 | 3% | 3 | 0.8 | 2% | -8% | 4.7 | 0% | -5 | 1
COc1cc(/C=C2/NC(=O)N(Cc3ccccc3F)C2=O)ccc1Oc1ccc([N+](=O)[O-])cn1 | 5% | 6 | . | -15% | -17% | -0.2 | -9% | . | -2
CC(=O)N(c1ccc2oc(=O)sc2c1)S(=O)(=O)c1cccc2cccnc12 | 1% | 2 | -0.6 | 18%[57.1 µM] | -8% | -0.2 | -15% | 4 | 3
CCCN(CC(=O)Nc1ccccc1OC)C(=O)c1cc(-c2ccccc2)nn1-c1ccccc1 | 5% | -3 | -1.9 | 20% | -20% | 0.5 | -2% | -6 | -9
CC(C)(C)N(Cc1ccccc1)C(=O)CSc1ncn[nH]1 | 2% | -2 | -0.1 | 3% | -19% | 0.2 | -2% | -5 | 0
Cc1cccc(C)c1NC(=O)CNCC(=O)N(C)C | 3% | 1 | -0.1 | 23%[57.1 µM] | -16% | 0.0 | 5%[57.1 µM] | -4 | 3
O=C(Nc1ccc(O)cc1)c1ccc2c(c1)C(=O)N(Cc1ccco1)C2=O | 3% | -4 | -0.5 | ? | -3% | 0.5 | -18% | -2 | 0
Cc1cc(NCCCN2CCOCC2)n2ncc(-c3ccccc3)c2n1 | 4% | -17 | -1.5 | 9%[57.1 µM] | -25% | -0.1 | 8%[57.1 µM] | -10 | -2
O=C1OCC2=C1C(c1ccc(Cl)cc1)c1cc3c(cc1O2)OCO3 (stereo unspecified) | 2% | -3 | . | 2%[11.4 µM] | -15% | . | -6%[11.4 µM] | . | .
CCOCC(=O)Nc1ccc(S(=O)(=O)NCCc2ccccc2)cc1 | 2% | 1 | -0.4 | -1%[57.1 µM] | -6% | -0.2 | 0%[57.1 µM] | 3 | 2
CC1(C)NC(=O)N(CC(=O)N2CCN(S(=O)(=O)c3ccccc3F)CC2)C1=O | -7% | -7 | -0.9 | 19% | -6% | 0.5 | -3% | -7 | 6
O=[N+]([O-])c1ccc(N2CCN(C(=S)Nc3ccc(F)cc3)CC2)cc1 | -6% | -2 | 0.7 | 6%[57.1 µM] | -7% | 1.1 | -7%[57.1 µM] | -9 | 5
COc1ccc(S(=O)(=O)c2c(C(=O)c3ccc(C)c(C)c3)cnc3ccc(C)cc23)cc1 | 2% | 3 | . | 13% | -11% | 0.5 | 6% | . | -3
CC(=O)ONC(=Nc1ccccc1)c1nonc1N | -1% | 3 | 0.4 | 24% | -6% | -0.1 | 4% | 12 | -6
COc1ccc(NC(=O)Cn2c(=O)oc3cc(S(=O)(=O)NC(C)C)ccc32)cc1OC | -8% | 1 | -0.4 | 5%[57.1 µM] | 5% | 0.3 | 5%[57.1 µM] | . | -3
CC1(C)Cc2c(sc3nc(SCC(=O)O)[nH]c(=O)c23)CO1 | 5% | 2 | -0.8 | -6% | 1% | 0.0 | -4% | -3 | -5
O=C(CCCC(=O)OCC(Cl)=C(Cl)Cl)Nc1cccc2ccccc12 | 4% | 3 | 1.1 | -1% | -12% | -0.3 | -2% | 27 | -3
Cc1ccc(NC(=O)/C(=C/c2cccs2)NC(=O)c2ccco2)c(C)c1 | -6% | 2 | -0.6 | 11% | -14% | 1.0 | 1% | -6 | -5
O=C(CCC(=O)N1CCN(c2ccc(O)cc2)CC1)c1ccc(Br)cc1 | . | . | -2.5 | . | . | -0.1 | . | 9 | 2
Cc1ccc(-n2nnc(C(=O)Nc3cc(F)ccc3F)c2C)cc1F | 3% | -2 | . | 17% | -15% | -0.6 | 5% | . | 2
Cc1ccsc1C(=O)N/N=C/c1ccc([N+](=O)[O-])cc1 | -8% | -3 | 1.6 | 12%[57.1 µM] | -13% | 1.1 | 3%[57.1 µM] | 7 | 0
COc1ccc(NC(=O)Cc2cccs2)c(OC)c1 | 8% | 1 | 0.5 | -20% | -8% | -0.6 | -14% | 3 | 5
CC12CCC(C(=O)Nc3ccccc3)(C/C1=N\O)C2(C)C (stereo unspecified) | 0% | 6 | 0.2 | -12% | -9% | -0.1 | -8% | -9 | -1
CC(=O)c1cc2c(cc1NC(=O)CSc1nc3ccccc3[nH]1)OCO2 | . | . | -0.9 | . | . | -0.5 | . | -10 | 3
O=C(CCc1nnc(CCCCc2ccccc2)o1)N1CCN(CCO)CC1 | 25% | -2 | -0.3 | 9% | -6% | 0.5 | -3% | -1 | 16
COc1cccc(CNC(=O)CCC(=O)N2CC3CCCN3c3ccccc32)c1 (stereo unspecified) | 0% | 0 | 1.3 | 2% | 5% | -1.4 | 35% | . | -6
O=C(NCC1c2ccccc2CCN1C(=O)CN1CCOCC1)C1CCCCC1 (stereo unspecified) | 7% | 8 | -0.6 | -14% | -5% | -0.4 | 37% | -9 | -1
C=C(C)CNC(=O)C1CCC(=O)N(CCCc2ccccc2)C1 (stereo unspecified) | 2% | 3 | . | 13% | 4% | . | 3% | . | .
CC/C(=C/c1sc2ccc(C)cc2[n+]1CCO)SC | -6% | -5 | -0.1 | 11% | -6% | 0.0 | -13% | 20 | 4
Cc1ccc(OCCCC(=O)ON=C(N)c2ccccc2C)cc1 | -6% | 0 | 0.1 | 13% | -13% | 0.8 | -5% | 6 | 1
